Source: PubChem
TCR-CD3 inh: blocks the human TCR-CD3 interaction. TAMRA-labeled TCR probe fluorescence, biochemical. inhibition, % at 9.4 µM. hit rate 0.37% among 360,000. AID 651800; in the data active = inhibition above about 19%;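 also: recombinant mutant TCR 2C K166C tagged with TAMRA read by polarization; 0% = receptor in buffer alone and 100% = receptor with positive control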
ABHD4 inh: inhibitors of mouse ABHD4 | purified mABHD4, FP-Rh probe fluorescence polarization | hit rate 0.54% among 370,000 | AID 720543 | Q8VD66 | inhibition, % at 8.92 µM;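 active = inhibition exceeding the mean over every tested compound plus 3 SD, cut at about 30% in these data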;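 also: 0% = plate median of compound wells and 100% = S159A mutant with DMSO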
Target sequence (Q8VD66 whole entry, looked up): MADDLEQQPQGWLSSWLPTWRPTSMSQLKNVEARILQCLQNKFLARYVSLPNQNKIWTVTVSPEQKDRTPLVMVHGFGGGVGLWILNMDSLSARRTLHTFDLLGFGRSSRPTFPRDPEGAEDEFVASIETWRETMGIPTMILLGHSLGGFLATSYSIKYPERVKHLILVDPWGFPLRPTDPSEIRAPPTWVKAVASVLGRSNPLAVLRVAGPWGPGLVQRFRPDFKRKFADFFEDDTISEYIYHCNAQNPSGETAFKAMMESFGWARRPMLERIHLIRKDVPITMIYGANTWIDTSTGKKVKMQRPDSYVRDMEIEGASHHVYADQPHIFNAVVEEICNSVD
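assay system = mABHD4 protein | compound dosing = single nominal dose of 8.92 µM, 0.89% DMSO final | read-out basis = percent inhibition of probe binding, normalized to plate controls | schedule = Enzyme–compound pre-incubation 45 min, then probe 60 min, both 25 °C | detection = fluorescence polarization, excitation 525 nm, emission 598 nm, BODIPY TMR filters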
HTRA1 inh: HTRA1 (human) protease inhibition; inhibition, % at 5.96 µM; AID 504803; Q92743; recombinant HTRA1, FP-rhodamine activity-based probe, fluorescence polarization; hit rate 0.5% among 340,000; in the data active = inhibition above about 36%;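 also: 0% = enzyme with DMSO and 100% = wells lacking enzyme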
Rev-erbA mod: modulators of human Rev-erb alpha DNA binding. P20393. Rev-erbα–FITC-DNA binding, fluorescence polarization, 90 min. activity, % at 10 µM. hit rate 0.79% among 370,000. AID 1259318;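 active = activity above about 14%, limit read from the data; passing the limit was not always enough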;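 also: 0% = DMSO wells with 35 nM protein and 100% = DMSO wells with 750 nM protein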
LEDGF integ inh: blocks HIV-1 LEDGF/p75-dependent DNA integration | hit rate 0.64% among 370,000 | AID 743269 | inhibition, % at 3.7 µM | TR-FRET IN-LEDGF/p75 DNA integration, Eu/Cy5;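 active = inhibition above the screen-wide mean plus 3 SD, cut at about 13% in these data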;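 also: signal is the Cy5 over europium emission ratio at 671 and 618 nm; 0% = plate median of compound wells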
PRMT1 inh: PRMT1 (human) inhibition, primary screen | Q99873 | recombinant PRMT1, activity-based probe fluorescence polarization | inhibition, % at 2.79 µM | hit rate 1.3% among 370,000;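 active = inhibition above about 21% made by adding two undisclosed values, limit read from the data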
Target sequence (Q99873 whole entry, looked up): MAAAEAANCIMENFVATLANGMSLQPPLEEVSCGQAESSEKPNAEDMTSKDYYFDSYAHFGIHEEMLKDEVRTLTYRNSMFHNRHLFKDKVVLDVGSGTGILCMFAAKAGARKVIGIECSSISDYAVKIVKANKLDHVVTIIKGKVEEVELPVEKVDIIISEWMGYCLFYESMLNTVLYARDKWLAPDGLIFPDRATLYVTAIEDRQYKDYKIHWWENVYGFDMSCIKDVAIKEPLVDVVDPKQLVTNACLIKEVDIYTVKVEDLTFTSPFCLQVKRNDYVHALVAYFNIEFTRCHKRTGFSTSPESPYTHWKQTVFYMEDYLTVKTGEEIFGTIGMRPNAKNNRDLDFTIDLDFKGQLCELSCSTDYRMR
MBD2 inh: MBD2-methylated oligo binding inhibition. Q9UBB5. TR-FRET, MBD2 binding to methylated oligonucleotide. inhibition, % at 4.4 µM. hit rate 0.31% among 370,000; in the data active = inhibition above about 13%
rCAG RNA binder: binds r(CAG) RNA repeats | r(CAG) RNA repeat, TO-PRO-1 dye displacement fluorescence | inhibition, % at 3 µM | hit rate 1.3% among 370,000 | AID 651821;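 active = inhibition above the plate cutoff, the mean of all test compounds on that plate plus 3 SD, cut at about 35% in these data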;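 also: 0% = DMSO alone and 100% = 100 µM mitoxantrone as full dye displacement; higher means more dye released from RNA so lower well fluorescence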
UHRF1 binding: blocks human UHRF1 binding to methylated DNA; hit rate 0.75% among 370,000; inhibition, % at 4.4 µM; UHRF1 binding to methylated oligo, TR-FRET; in the data active = inhibition above about 21%;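 also: UHRF1 SRA domain binding a hemimethylated CpG hairpin DNA probe; 0% = median of test compound wells and 100% = reference inhibitor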
PG9 binder: binds the HIV-1 gp120 antibody PG9. TR-FRET gp120-PG9 antibody binding. inhibition, % at 6.7 µM. hit rate 0.43% among 360,000; in the data active = inhibition above about 8.5%
* marks the source's active call; other numbers are inactive results; · = no result given; & = joins results of further samples.

SMILES	TCR-CD3 inh	ABHD4 inh	HTRA1 inh	Rev-erbA mod	LEDGF integ inh	PRMT1 inh	MBD2 inh	rCAG RNA binder	UHRF1 binding	PG9 binder
COc1ccc(Cl)cc1NC(=S)NCc1ccc(S(N)(=O)=O)cc1	2	-8	-2	-2	5	-1	-2	6	-3	-1.5
CCCC(=O)Nc1nnc(CC(=O)OCC)s1	-3	-4	1	3	0	1	-3	-3	0	0.7
O=C(Nc1nnc(-c2ccc(Br)cc2)o1)C1=COCCO1	-7	1	5	-1	-1	2	4	-2	-1	-0.4
CCOC(=O)c1oc2ccccc2c1NC(=O)C(C)(C)C	2	1	-8	-1	-2	-3	6	-1	52*	-2.1
Cc1ccsc1C(=O)NCc1ccccc1Cl	4	-3	-4	1	-1	-10	-2	-1	0	-1.7
O=C(CN1C(=O)CSC1=O)NCc1ccccc1	-2	-1	5	0	-2	1	0	2	0	-0.3
CC1=CC(C)(C)N(C(=O)CNC2CCCCC2)c2cc(C)ccc21	2	12	-9	-10	1	0	2	-11	-3	-0.6
CCSc1ncc(Cl)c(C(=O)Nc2ccccc2C)n1	-2	-1	-1	-5	-2	-4	-6	-1	1	-0.3
O=C(c1cc(-c2ccc(Cl)cc2)on1)N1CCN(c2ccc(F)cc2)CC1	1	2	-3	1	-1	-2	-4	2	-1	-1.4
CC(Sc1nncs1)C(=O)Nc1ccc(Cl)cn1 (stereo unspecified)	5	4	2	-6	-3	-2	-2	2	-1	-3.5
O=C(c1cccc(F)c1)N1CCN(Cc2ccc3c(c2)OCO3)CC1	-12	2	-1	-5	6	0	-2	-5	3	-3.1
CCOc1[nH]n(-c2ccccc2)c(=O)c1C=NCc1ccncc1	-2	-6	3	4	3	1	4	2	0	1.0
CN1CCN(C2=C(NS(=O)(=O)c3cccs3)C(=O)c3ccccc3C2=O)CC1	1	3	1	12	2	-4	-17	-1	-12	-17
CCNC(=O)C(=O)N/N=C/c1cc([N+](=O)[O-])ccc1O	2	1	0	2	-6	-4	-6	3	-3	-0.5
COc1ccc(OCC(O)CNC(=O)Nc2ccccc2)cc1 (stereo unspecified)	1	-2	-1	-7	0	1	-2	2	-2	-4.3
Cc1csc(NC(=O)C2CCCN(S(=O)(=O)c3cccnc3)C2)n1 (stereo unspecified)	-2	-1	-1	6	-1	0	-1	2	0	-0.2
CCC1CCCCN1CCCNC(=O)c1ccc2c(c1)c(C)c(C)n2CC (stereo unspecified)	-7	-11	3	-3	-3	-2	4	-3	4	-0.7
CC(=O)/C(C#N)=C1\NC(=O)C(Cc2ccccc2Cl)S1 (stereo unspecified)	9	0	1	7	1	13	-4	17	-1	-2.1
C=CCNc1cc(C)oc(=O)c1C(=O)CCC	5	-2	2	-1	4	-2	2	-4	-3	-0.1
Cc1ccc2nc(/C(C#N)=C\c3cc(O)ccc3[N+](=O)[O-])[nH]c2c1	1	7	1	-7	-2	2	-1	11	0	-2.8
Cc1ccc(S(=O)(=O)NC(=O)C2(C)CCN2C(=O)Cc2ccc(-c3ccccc3)cc2)cc1 (stereo unspecified)	-4	0	·	3	1	-3	-2	58*	3	-1.1
CC(O)CSc1nc2c(c(=O)n(C)c(=O)n2C)n1CCCc1ccccc1 (stereo unspecified)	-5	-7	2	-3	1	1	8	-1	2	-0.2
Clc1ccc(-n2nnc(-c3cccnc3Cl)n2)cn1	2	6	-2	1	4	1	1	1	1	0.4
Cc1ccc(-n2nc3c(c2NC(=O)c2ccco2)CS(=O)C3)cc1 (stereo unspecified)	6	-2	4	-1	2	-2	2	1	-4	1.2
CCC1(c2ccc(F)cc2)NC(=O)N(CC(=O)NC2CC2)C1=O (stereo unspecified)	6	-4	0	-4	0	-2	3	-1	-2	2.2
Cc1cccc(OCC(=O)Nc2nc(-c3ccncc3)cs2)c1	-6	-6	-14	-3	3	-4	-3	-3	2	-2.1
CCCC(=O)Nc1ccc(-c2nc3cc(C)c(C)cc3o2)cc1	2	-4	-42	-5	1	-2	2	4	1	-1.4
CCSc1nnc(NC(=O)c2cccc(S(=O)(=O)N(C)c3ccc(C)cc3)c2)s1	3	-6	-4	3	1	-3	-3	15	-1	-1.5
O=C(Nc1ccccc1C(F)(F)F)c1cccnc1	1	3	1	0	2	-1	4	-2	-4	-1.4
O=C(CC[C@H]1O[C@@H](n2ccc(=O)[nH]c2=O)[C@H](O)[C@@H]1O)NCC(c1ccccc1)c1ccccc1	0	5	·	-4	7	-7	-6	2	-3	0.5
Cc1ccc2nc(NC(=O)C3CCCN(S(=O)(=O)c4cccc5nsnc45)C3)sc2c1 (stereo unspecified)	-1	-10	-54	2	2	2	-2	8	1	0.5
C=CCc1cc(C)ccc1OCCOCCn1ccnc1	0	11	4	0	7	0	6	-6	-4	0.9
CS(=O)(=O)N1CCc2cc(C(=O)Nc3ccc(Br)cc3)ccc21	-1	-8	-6	1	7	-7	3	2	1	-2.1
CCOc1cc(C)c(C(C)C)cc1S(=O)(=O)n1ccc(C)n1	-4	-2	-5	0	0	2	2	-3	3	-3.9
Cc1ccc(NC(=S)NC(=O)Cc2ccccc2)c(O)c1	5	-7	-3	6	4	0	-1	0	2	-3.3
CCOc1cc(/C=C/c2nc3cc(C)c(C)cc3s2)ccc1OCC(=O)N1CCOCC1	2	-5	-10	3	0	-2	1	1	3	-2.7
CCS(=O)(=O)c1nc(S(=O)(=O)c2ccc(C)cc2)c(NCCCn2ccnc2)s1	6	-1	2	1	2	-1	0	-2	-2	-3.1
CCCCNC(=S)N(C)/N=C/c1ccccc1C(=O)O	-6	-3	4	0	3	1	-1	1	-3	-0.4
O=C(Nc1cc(S(=O)(=O)N2CCOCC2)ccc1N1CCOCC1)c1cccc(Cl)c1	-1	-10	-9	12	5	1	-4	2	0	-1.3
CCSC1=NCCN1C(=O)c1ccc(S(=O)(=O)N(CC)CC)cc1	3	-4	4	4	-2	-3	3	-2	-3	0.1
COc1ccc(NC(=O)CCNS(=O)(=O)c2ccc(Br)s2)cc1	1	0	6	-1	-3	4	0	-2	-2	0.1
O=C(O)CC(c1cccc2ccccc12)n1cccc1 (stereo unspecified)	0	3	-6	2	-1	-2	-3	6	-1	0.3
O=C1/C(=C/c2ccc3c(c2)OCO3)CCC/C1=C\c1ccc2c(c1)OCO2	-2	16	4	4	4	-1	1	9	-5	-2.1
CCN(CC)CC(=O)Nc1ccc(C)cc1C(=O)c1ccccc1	-2	5	-9	2	4	-6	-3	-6	0	-0.7
CCn1c2ccccc2c2cc(NC(=O)c3cccc(OC)c3OC)ccc21	2	14	-6	-2	0	-2	3	7	0	-1.9
COc1ccc(C(=O)NCc2ccccc2C)cc1S(=O)(=O)NC1CCCC1	2	-5	-9	-2	0	0	-3	1	-1	0.7
Cc1ccc(SCC(=O)NCCC2=CCCCC2)cc1	-4	2	-6	2	-4	1	-3	-1	2	-0.6
COc1ccc(-c2ccnc(SCC(=O)N3CCN(c4ccccc4)CC3)n2)cc1	-5	0	·	0	5	-3	3	4	3	-3.3
O=C(O)c1cccnc1Sc1ccccc1Cl	-4	-4	6	-3	-6	4	1	1	-1	-0.6
COc1ccccc1CN1CC(C(=O)NCc2ccc(C)c(F)c2)CCC1=O (stereo unspecified)	-4	-2	-3	7	-7	2	5	-3	3	-0.9
COc1cc(C(=O)OCC(=O)NC(N)=O)cc(CN2C(=O)c3ccccc3C2=O)c1OC	5	3	6	3	1	-1	2	2	-2	-0.4
CC(C)Oc1cccc(C(=O)C2CCCN(C(=O)c3ccnn3C)C2)c1 (stereo unspecified)	1	1	2	-1	0	1	4	-3	3	-2.0
COC(=O)C1CN(C(=O)COc2ccc(C)cc2)c2ccccc2O1 (stereo unspecified)	-5	-4	8	-1	0	0	0	-8	2	-0.7
Cc1cc(C)c(S(=O)(=O)Nc2c(C)[nH]c(=O)[nH]c2=O)c(C)c1	-11	-2	2	3	3	-1	-4	4	0	-2.2
CCOc1cccc2c1OC1(C)CC2NC(=O)N1c1cccc(C(=O)NCc2ccccn2)c1 (stereo unspecified)	1	0	3	-4	2	-4	-2	-3	0	-1.7
CCN(C(=S)Nc1ccc(Oc2ccccc2)cc1)c1ccccc1	5	-6	-7	1	1	-1	1	5	-8	-1.1
O=C(COC(=O)COc1ccccc1)Nc1ncc(Cl)cc1Cl	-4	-2	7	-2	2	5	-3	0	1	-0.1
O=C(O)c1ccc(CSc2nnc(-c3ccccc3)n2-c2ccccc2)cc1	-9	11	2	-11	-2	5	5	5	0	-1.2
[O-]/[N+](=C\c1ccccc1)c1ccc(Br)cc1	3	-4	8	-5	2	12	-3	2	-1	-2.3
N#CC1(NC(=O)CN2C(=O)NC(c3ccccc3)(c3ccccc3)C2=O)CCCC1	-6	-5	9	-7	-3	9	-2	2	0	0.4

Just PRMT1 inh and HTRA1 inh, for some of the entries so far:
smiles	PRMT1 inh	HTRA1 inh
COC(=O)C1CN(C(=O)COc2ccc(C)cc2)c2ccccc2O1 (stereo unspecified)	0	8
Cc1cc(C)c(S(=O)(=O)Nc2c(C)[nH]c(=O)[nH]c2=O)c(C)c1	-1	2

Further entries:
SMILES	TCR-CD3 inh	ABHD4 inh	HTRA1 inh	Rev-erbA mod	LEDGF integ inh	PRMT1 inh	MBD2 inh	rCAG RNA binder	UHRF1 binding	PG9 binder
CC(C)c1nnc(NC(=O)Cc2ccccc2[N+](=O)[O-])s1	8	0	3	7	-6	0	-7	-3	-3	-0.4
CCCN1C2CCCC1CC(NC(=O)c1ccc(Br)cc1)C2 (stereo unspecified)	-3	-4	0	-8	-2	4	-4	-2	1	-0.8
Cn1c(SCC(N)=O)nnc1-c1cnccn1	1	3	1	-4	1	-4	-8	6	-4	1.3
CCC(=O)c1ccc2ncccc2c1	2	1	3	-6	0	1	0	-2	-5	-1.4
CN1CCN(C(=O)CN(C2CCCCC2)S(=O)(=O)c2ccc(Br)cc2)CC1	4	0	2	2	-3	-2	-4	-8	-2	-0.7
O=C1NC2(CCCC2)Oc2ccccc21	3	0	·	3	2	0	0	3	0	-1.9
COc1c(Cl)cnn(-c2ccccc2)c1=O	5	2	0	-4	2	0	1	-2	-4	-0.9
COc1ccc(CCNCC(O)COc2cccc(C)c2)cc1OC (stereo unspecified)	·	-2	·	-3&-9	-4	-3	-2	1	2	·
Cc1cccc(CSc2nnc(-c3ccccn3)n2N)c1	4	36*	0	1	-2	-1	-1	0	0	1.4
CC(C)S(=O)(=O)c1cnc(-c2ccccn2)nc1N	0	4	7	0	3	-4	2	1	0	0.3
COc1ccc(NC(=O)C[C@H]2C(=O)N(C3CCCCC3)C[C@@H]2c2ccc(OC)cc2)cc1	-8	3	-2	-3	-4	1	2	2	-1	-0.8
O=C(/C=C\c1ccc2c(c1)OCO2)CC1(O)C(=O)Nc2ccccc21 (stereo unspecified)	2	-3	-1	-6	-1	-3	-2	0	0	-0.6
N#CCSc1nnc(CNc2ccc(F)cc2)o1	2	10	3	0	4	3	-1	8	-1	0.5

These rows are one share of the data; rates above refer to the full screens.
